# Mito fusion yeast – mitochondrial division inhibition or fusion activation; S. cerevisiae fusion-defective mutant growth rescue, CellTiterGlo 48 h; Potency, µM (top dose mostly 46.1 µM), without a hit: top-dose growth rescue (activation), hits mostly activators; 320,000 tested, 0.23% active; AID 485298;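 further: potency means the concentration at half of the fitted maximal effect; % of control where 0% means no effect; nearly all actives have a fitted effect of over 45% in size; temperature-sensitive fusion mutants such as fzo1-1 at 37 °C on non-fermentable ethanol glycerol medium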
#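 Temperature-sensitive fusion-defective S. cerevisiae (e.g. fzo1-1, mgm1-5) were grown with compound in YPEG medium (3% ethanol, 3% glycerol) for 48 hours at 37C. Growth rescue was measured as viability by CellTiterGlo luminescence after 10 minutes at ambient.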
# MLL CXXC-DNA inh – inhibitors of human MLL CXXC domain-DNA interaction; Q03164; MLL-CXXC / FITC-HOXA9 DNA fluorescence polarization; Potency, µM (titrated, usually from 115 µM), for the others: at the top dose activity change, negative = inhibition, hits mostly inhibitors; 290,000 tested, 0.037% active; active means well fitted inhibition curve with a large enough effect in the polarisation, with a control signal flat, not every such curve was filed as active; inconclusive means small, poorly fitted or top-dose-only effect, or effect the other way, or a change in a side signal; inactive means no such curve, though single readings can be large or run the other way; the % refers to the polarisation; further: potency means the concentration at half of the fitted maximal effect
#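 Purified MLL-CXXC (added from a 7 uM solution) was preincubated 5 min at ambient with pinned compounds in 50 mM Tris-HCl pH 7.5, 50 mM NaCl, 1 mM DTT, 0.05% BSA. Fluorescein-labeled HOX-A9 DNA (50 nM solution) followed, 30 min, then polarization read.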
# ASM inhibitor – blocks human secretory acid sphingomyelinase; P17405; placental ASM, HMU-PC fluorogenic substrate, 60 min; Potency, µM (titrated, usually from 57.5 µM), for inactives: at the top dose activity change, negative = inhibition, actives largely listed as inhibitors; 340,000 tested, 0.006% active; AID 504937; further: potency means the concentration at half of the fitted maximal effect
#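 Steps: dispense placental human ASM, pin compound, wait 10 min at room temperature, add HMU-PC0 substrate at 9 uM final, incubate 60 min at 37 °C, add stop solution raising pH to 10, read fluorescence.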
# TCR activator – activates T cell receptor signaling. primary human leukocytes, anti-CD3, IL-2 HTRF, 48 h. Potency, µM (doses to about 9.22 µM), inactives show top-dose activation of IL-2 secretion, usual class: activators. 330,000 tested, under 10 active; further: % of control where 0% means no effect
#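 Primary human leukocytes receive a-CD3 beads and test compound and are incubated 48 hr. Secreted IL-2 is then assayed by HTRF, measuring 665nm acceptor emission after 320nm excitation of the europium donor.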
# TSHR antagonist – blocks TSH signaling through the human TSH receptor; TSHR-expressing cells, TSH-stimulated cAMP HTRF, 2 h; active compounds read low; AID 504810; 330,000 tested, 0.2% active; activity change, negative = inhibition, % at 11.5 µM;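 active means activity change below a set negative limit, meaning inhibition stronger than a set level, cut at about -70% in these data; inconclusive means activity change between two set negative limits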; further: on the % scale 0 is the no-effect control and ±100 the full control effect
#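 Freshly harvested TSHR cells receive pin-tooled compound, then EC80 TSH at 4nM final. After 2 hours at 37 deg C, antibody in lysis buffer and cAMP-d2 are added; 30 minutes at ambient temperature precede the HTRF read.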
# PTAP TSG101 blk – blocks PTAP/TSG101 interaction to inhibit HIV-1 budding; 340,000 tested, under 10 active; Fluorescence polarization, FITC-PTAP peptide / Tsg101 binding; Potency, µM (series often up to 115 µM), without a hit: at the highest dose activity change, negative = inhibition, usual class: inhibitors; Q99816; active means well fitted inhibition curve with a large enough effect in the main read-out, with a control signal flat, not every such curve was filed as active; inconclusive means small, poorly fitted or top-dose-only effect, or effect the other way, or a change in a side signal; inactive means no such curve, though single readings can be large or run the other way; further: potency means the concentration at half of the fitted maximal effect; % of control where 0% means no effect
#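 FP read-out: FITC-PTAP peptide, 50 nM final, binding Tsg101 binding domain, 10 uM final; 20 min, r.t.; 10 mM HEPES pH 7.5, 0.15 M NaCl, 0.01% Tween 20, 3 mM EDTA, 0.1 mM TCEP.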
# Integrin act MD – integrin-mediated muscular dystrophy alleviation activation | 350,000 tested, 0.064% active | Potency, µM (top dose mostly 38.3 µM), without a hit: at the highest dose activation, actives largely listed as activators | alpha7betagal myoblasts, beta-gal FDG fluorescence, 48 h;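 further: potency means the concentration at half of the fitted maximal effect; 100% = response of the positive control SU9516; nearly all actives have a fitted effect of over 60% in size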
#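 Alpha7betagal+/- myoblasts (passage 13) were plated 16-24 hr, then exposed to compounds (1:260 dilution of DMSO stock) for 48 hours at 37C. After MPER lysis, β-galactosidase reporter activity was read as FDG fluorescence (ex 480/em 540) after 30 minutes.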
# MBNL1-CUG inh – blocks human MBNL1 binding to CUG repeat RNA | TR-FRET MBNL1-His/biotin-(CUG)12 binding, 665/545 ratio | AID 2675 | Potency, µM (series often up to 57.5 µM), without a hit: at the highest dose activity change, negative = inhibition, most hits filed as inhibitors | Q9NR56 | 280,000 tested, 0.036% active; active means well fitted inhibition curve with a large enough effect in the signal ratio, with a control signal flat, not every such curve was filed as active; inconclusive means small, poorly fitted or top-dose-only effect, or effect the other way, or a change in a side signal; inactive means no such curve, though single readings can be large or run the other way; the % refers to the signal ratio; further: potency means the concentration at half of the fitted maximal effect; on the % scale 0 is the no-effect control and ±100 the full control effect
#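 His-tagged MBNL1 binding to biotinylated (CUG)12 RNA was measured by TR-FRET using terbium anti-His antibody (0.055 ng/ul final) and streptavidin-XL665 (5 nM final). Compounds were titrated 92 nM to 58 uM; 60 min at room temperature.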
# Menin-MLL TR inh – menin-MLL binding inhibition, Texas Red mutant peptide | O00255 | Menin + Texas Red MLL mutant peptide, fluorescence polarization | Potency, µM (top dose mostly 61.6 µM), for inactives: at the top dose FP activity change, negative = inhibition, usual class: inhibitors | 270,000 tested, 0.23% active; active means well fitted inhibition curve with a large enough effect in the polarisation, with a control signal flat, not every such curve was filed as active; inconclusive means small, poorly fitted or top-dose-only effect, or effect the other way, or a change in a side signal; inactive means no such curve, though single readings can be large or run the other way; the % refers to the polarisation; further: potency means the concentration at half of the fitted maximal effect; % of control where 0% means no effect; many of its hits are not listed in these tables
# A-T KAP1 phos – candidate therapy for ataxia-telangiectasia. […] A-T fibroblasts, KAP-1 phosphorylation AlphaLISA; neocarzinostatin DNA damage 30 min before lysis. Potency, µM (titrated, usually from 57.5 µM), inactives show at the top dose activation, most hits filed as activators. 320,000 tested, 0.19% active; further: potency means the concentration at half of the fitted maximal effect; % of control where 0% means no effect; nearly all actives have a fitted effect of over 45% in size
#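 hTERT-immortalized A-T patient fibroblasts ([…]), 500 cells/well in OPTI-MEM, 1% FBS, got compounds for 60 min, then NCS for 30 min at 37C. Lysates were then assayed for phospho-KAP-1 by AlphaLISA (anti-pKAP1 donor, anti-KAP1 acceptor beads), 6 hr at 25C.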
# * marks the source's active call; other numbers are inactive results; ? = inconclusive; . = not tested or not shown; [ ] = another dose, or the depositor's remark. Unless noted, the call rests on the fitted dose curve; in most records, active means well fitted curve in the direction sought with a large enough effect; inconclusive means small, poorly fitted or top-dose-only effect, or another doubt; inactive means no such curve, though single readings can be large; an effect the other way counts as inactive or inconclusive. An excerpt, so the mix of outcomes need not match the whole.
SMILES,Mito fusion yeast,MLL CXXC-DNA inh,ASM inhibitor,TCR activator,TSHR antagonist,PTAP TSG101 blk,Integrin act MD,MBNL1-CUG inh,Menin-MLL TR inh,A-T KAP1 phos
COc1ccc(/C=C2\C(=O)NC(=S)N2C(=O)c2ccc(C)cc2)cc1,12.6%,62.9%[activator],33.7%,1.8%[46.1 µM],-34.6,16.1%,32.9%,?,?,6.4%
O=C(c1ccc(Br)cc1)C1CCc2occc2C1=O (stereo not drawn),3.8%,10.0%,-0.3%,0.4%,-6.2,-2.1%,-0.6%,-4.1%,17.1%,0.6%
CC(C)OP(=O)(OC(C)C)C1(O)C(=O)Nc2ccccc21 (stereo not drawn),-0.1%,-5.3%,2.3%,-5.2%,17.2,0.4%,-11.5%,7.0%,-12.8%,7.8%
CS(=O)(=O)N1CCC(Oc2ccccc2C(=O)N2CCC[C@H]2CO)CC1,1.5%,-8.1%,1.1%,0.1%,-0.9,-4.0%,?,-5.1%,.,0.9%
CCOC(=O)c1[nH]c(CSc2nnc(-c3ccncc3)n2CCOC)c(C(=O)OCC)c1C,5.0%,0.6%,6.9%,-4.5%,-4.7,-0.2%,17.6%,-7.9%,-7.2%,6.1%
COc1cc(/C=N/Nc2ccc(C(F)(F)F)cn2)cc(OC)c1O,-8.6%,?,-4.7%,-8.6%,21.9,-3.5%,28.2%,5.2%,15.5%,-0.3%
O=C(/C=C/c1ccco1)OCc1nnc(-c2ccc(Cl)cc2)o1,-0.1%,0.4%,-1.6%,1.8%,25.6,-1.1%,13.2%,-4.0%,?,10.1%
CSc1nccc(Oc2cncc(Cl)c2)n1,-3.6%,5.8%,-0.1%,0.0%[46.1 µM],4.1,-0.2%,17.3%,7.3%,-4.5%,3.1%
O=S(=O)(Nc1ncn[nH]1)c1ccc2ccccc2c1,-2.0%,9.3%,2.4%,4.0%,1.8,-9.0%,12.9%,0.5%,14.7%,-4.4%
CC(=O)Nc1ccc(Nc2nc(Cl)nc(Nc3ccc(NC(C)=O)cc3)n2)cc1,0.5%,29.1%,-1.6%,-0.7%,3.5,-1.9%,0.3%,-7.6%,-2.0%,2.0%
Cc1cc(NC(=O)CSc2nnc(-c3ccccc3)n2C)no1,-10.6%,-8.2%,1.7%,-0.3%,-0.2,-4.4%,9.7%,-10.6%,-19.4%,2.7%
Cn1ccnc1C(OC(=O)c1ccccc1)C(F)(F)F (stereo not drawn),-3.7%,36.1%[activator],-0.2%,3.3%,6.9,0.6%,-22.0%,2.8%,12.6%,-1.6%
CC(=O)Nc1ccc2c(c1)CCC2=O,-0.1%,8.9%,1.6%,.,3.5,-1.9%,-1.8%,-3.6%,10.2%,10.5%
NC(=O)CC(NC(=O)c1ccccc1)c1ccc(NCCN2CCOCC2)c([N+](=O)[O-])c1 (stereo not drawn),1.3%,-9.1%,-2.4%,-8.7%,-7.7,-0.4%,13.7%,?,-26.8%,-3.5%
Cc1cc(C)n(CC(=O)n2c3ccccc3c3ccccc32)n1,4.4%,-4.5%,-1.1%,-3.7%,-2.3,-0.6%,24.9%,-5.5%,16.7%,-2.3%
CCOc1ccc(NC2=CC(=O)C(=O)c3ccccc32)cc1,.,.,-3.2%,-3.0%,.,-0.3%,-48.4%[inhibitor],.,.,.
COc1cc(OC)cc(C(=O)Nc2ccc3nc4n(c(=O)c3c2)CCCCC4)c1,-5.1%,-6.9%,-9.1%,-4.9%,-14.3,-4.6%,?,-5.8%,6.0%,-4.2%
CNC(=O)CN(c1cc(C)ccc1OC)S(=O)(=O)c1ccc(C)cc1,-0.4%,-1.7%,1.7%,-1.7%,6.6,-2.8%,6.8%,0.2%,?,3.3%
C/C=C(\C)CN1CCN(c2ccccc2)CC1,-2.2%,0.5%,1.7%,-16.5%,-2.1,-5.9%,7.7%,-5.9%,-10.3%,.
O=C(c1cc(=O)c2ccccc2o1)N1CCCc2ccccc21,1.7%,1.6%,-3.1%,-7.4%,-1.4,-2.0%,5.8%,9.0%,-18.6%,3.4%
COc1ccc(-c2nnn(CC(=O)N(Cc3cccs3)C(C)C(=O)NC3CCCC3)n2)cc1OC (stereo not drawn),0.8%,7.0%,-2.6%,-0.6%,4.2,-10.3%,-31.8%[inhibitor],0.0%,6.0%,-0.7%
CC(Nc1cccc2ccccc12)C(=O)N/N=C/c1ccc([N+](=O)[O-])cc1 (stereo not drawn),?,11.3%,-9.3%,0.0%[46.1 µM],-0.8,-5.1%,-16.1%,52.2%[activator],?,-4.7%
CN(C)CCCN(C(=O)c1ccco1)c1nc2c(F)cccc2s1,-0.4%,-6.1%,-0.5%,-7.1%,14.8,-6.5%,-4.7%,-9.6%,-14.9%,-2.7%
CCn1c(C)csc1=NC(=O)c1ccccc1O,3.9%,-0.5%,1.5%,2.9%,1.6,-5.6%,19.6%,1.9%,?,.
Cc1cn([C@H]2C[C@H](O)[C@@H](CCC(=O)NCCN3CCCCC3)O2)c(=O)[nH]c1=O,.,.,-2.2%,-4.4%[46.1 µM],4.1,-4.1%,-1.4%,.,.,6.1%

# Continued.
SMILES,Mito fusion yeast,MLL CXXC-DNA inh,ASM inhibitor,TCR activator,TSHR antagonist,PTAP TSG101 blk,Integrin act MD,MBNL1-CUG inh,Menin-MLL TR inh,A-T KAP1 phos
O=C(CNC(=S)NC(=O)c1ccco1)c1ccccc1,-3.3%,-10.9%,2.2%,21.0%,11.1,-3.4%,2.5%,-1.8%,-11.5%,2.7%
CC12CCC(=O)N1C(C(=O)Nc1cccc(F)c1)CS2 (stereo not drawn),-1.0%,1.7%,0.5%,0.7%,-12.5,-6.0%,30.2%,-2.6%,.,4.0%
COc1cccc(/C=C2/NC(=O)N(CC(=O)Nc3ccc(C)cc3)C2=O)c1OCc1cccc(C(=O)O)c1,-1.0%,-10.7%,-2.3%,7.9%,-13.0,-6.5%,0.0%,20.1%,-15.0%,-2.7%
Cc1ccc(C(=O)NNC(=O)c2ccncc2)cc1[N+](=O)[O-],-1.3%,.,3.2%,3.7%,-4.8,-4.0%,-27.4%,.,.,2.0%
CCCCN(CC(O)COc1cccc(C)c1)CC(O)COc1cccc(C)c1 (stereo not drawn),-22.5%,19.6%,-4.3%,1.2%,14.4,0.2%,?,-3.4%,-26.5%,4.9%
CC(C)(C)OC(=O)N1CCCC1C(=O)N1CCCC1C(=O)N1CCCC1C(=O)O (stereo not drawn),-2.3%,5.8%,-1.0%,-1.7%,0.4,-0.7%,-0.1%,1.9%,3.8%,0.0%
O=C(CN1C(=O)NC2(CCOc3ccccc32)C1=O)c1ccc(Br)cc1 (stereo not drawn),-2.2%,6.1%,-5.9%,-1.0%,5.4,-6.1%,20.4%,-3.5%,.,-5.2%
NCC(c1ccccc1)(c1ccccc1)c1ccccc1,4.2%,19.2%,1.5%,-3.3%[46.1 µM],5.4,-0.4%,-8.2%,.,-6.6%,1.7%
O=C(Cc1c(C(=O)O)[nH]c2ccccc12)Nc1ccc2c(c1)OCO2,1.8%,-23.5%,5.6%,3.2%,-11.4,-2.9%,-8.1%,-4.0%,26.3%,1.2%
CC(C(=O)Nc1ccc(Cl)cc1Cl)N1C(=O)NC2(CCCC2)C1=O (stereo not drawn),5.8%,7.1%,0.8%,-0.2%,-4.9,-9.3%,19.2%,2.9%,5.6%,-1.4%
COc1ccc(OC)c(C(=O)c2ccc(C(=O)Nc3ccccc3)cc2)c1,2.0%,2.9%,3.4%,-1.3%[46.1 µM],-0.2,-4.5%,-20.6%,35.5%[activator],22.1%,-5.2%
CCn1c(CCCc2ccc(OC)c(C)c2)n[nH]c1=S,-10.1%,1.7%,-1.7%,-3.1%,8.8,-0.7%,-4.3%,-7.6%,-1.0%,-2.3%
CC(NC(=O)CCSCc1ccccc1F)c1ccccc1 (stereo not drawn),-3.9%,-1.6%,1.9%,9.4%,37.4,2.1%,-16.1%,-4.6%,?,19.6%
COCC1CCCCN1Cc1cn(-c2ccccc2)nc1-c1ccc2c(c1)OCO2 (stereo not drawn),3.2%,-3.7%,4.3%,-3.8%,3.4,-3.3%,0.7%,-11.7%,8.0%,0.2%
O=C(Cc1ccc(O)cc1)N/N=C/c1cccs1,3.8%,-2.9%,2.0%,6.5%,-2.0,-12.1%,34.9%,?,0.4%,7.8%

# Screening data as filed in PubChem.
